Screening results as filed in PubChem.
Tat transport: inhibitors of E. coli Tat protein transport. E. coli MC4100 TorA-mCherry Tat export, fluorescence. 0.036% of 340,000 active. inhibition, % at 10 µM;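 active = mean replicate inhibition at least 50% and at least half of replicates individually reaching 50%; inconclusive = only one of the two criteria met; inactive = neither criterion met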;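 note: exported cargo escapes ClpAP degradation while cytoplasmic cargo is degraded and loses fluorescence; 0% = median of neutral control wells and 100% = median of NaSCN control wells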
DAGLB inhibitor: blocks human DAGLB lipase activity; Q8NCG7; HEK293T DAGLB membrane lysate, EnzChek fluorogenic substrate; inhibition, % at 5.17 µM; 0.059% of 340,000 active; AID 504411; in the data active = inhibition above about 34%;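 note: 0% = enzyme with vehicle and 100% = wells lacking enzyme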
Target sequence (Q8NCG7 whole entry, looked up): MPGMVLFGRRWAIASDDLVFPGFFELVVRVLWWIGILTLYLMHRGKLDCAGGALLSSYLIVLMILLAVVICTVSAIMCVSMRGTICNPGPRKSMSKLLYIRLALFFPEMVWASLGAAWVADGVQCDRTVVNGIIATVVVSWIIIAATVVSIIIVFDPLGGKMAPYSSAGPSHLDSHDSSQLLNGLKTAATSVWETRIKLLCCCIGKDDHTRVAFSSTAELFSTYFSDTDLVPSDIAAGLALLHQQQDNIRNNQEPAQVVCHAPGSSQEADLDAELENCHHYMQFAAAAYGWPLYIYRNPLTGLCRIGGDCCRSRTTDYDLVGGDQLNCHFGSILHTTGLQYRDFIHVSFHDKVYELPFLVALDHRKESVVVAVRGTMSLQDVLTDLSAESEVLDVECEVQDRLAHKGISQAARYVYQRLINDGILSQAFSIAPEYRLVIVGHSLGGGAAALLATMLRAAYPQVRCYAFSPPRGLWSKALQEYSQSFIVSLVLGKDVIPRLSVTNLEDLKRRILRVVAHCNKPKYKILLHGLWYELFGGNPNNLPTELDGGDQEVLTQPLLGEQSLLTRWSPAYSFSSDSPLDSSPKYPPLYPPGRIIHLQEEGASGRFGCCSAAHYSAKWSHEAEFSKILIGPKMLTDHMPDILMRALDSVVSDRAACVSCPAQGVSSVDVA
Ecoli viability: bacterial growth inhibition, counter-screen for AddAB inhibitors | E. coli V3065 growth, OD600 absorbance, 18 h | inhibition, % at 11.9 µM | 0.27% of 330,000 active;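 active = inhibition above the campaign's mean inhibition across all tested compounds plus 3 SD, cut at about 9.9% in these data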;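 note: uninfected addAB+ strain grown without phage in ampicillin broth; 0% = DMSO wells and 100% = ciprofloxacin 0.95 µg/ml wells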
Rtt109 Vps75: inhibitors of Candida albicans Rtt109/Vps75 histone acetyltransferase; Q5AAJ8; purified Rtt109/Vps75, ThioGlo CoA-SH fluorescence, 4 h; inhibition, % at 34.9 µM; 0.16% of 330,000 active;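 active = inhibition of at least 50% in every replicate; inconclusive = best replicate reaches 50% inhibition but some replicates fall short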
Target sequence (Q5AAJ8 whole entry, looked up): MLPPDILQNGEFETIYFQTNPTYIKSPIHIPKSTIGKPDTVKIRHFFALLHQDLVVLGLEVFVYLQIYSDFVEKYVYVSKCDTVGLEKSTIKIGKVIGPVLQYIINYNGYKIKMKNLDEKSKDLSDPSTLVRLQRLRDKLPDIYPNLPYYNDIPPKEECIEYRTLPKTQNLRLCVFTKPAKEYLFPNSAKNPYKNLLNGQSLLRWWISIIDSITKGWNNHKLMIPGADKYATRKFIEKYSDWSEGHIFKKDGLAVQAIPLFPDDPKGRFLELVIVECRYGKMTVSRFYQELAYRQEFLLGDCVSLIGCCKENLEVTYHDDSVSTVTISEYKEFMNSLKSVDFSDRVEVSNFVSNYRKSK
AddAB inh: less growth of phage-infected E. coli with AddAB | E. coli expressing H. pylori AddAB, absorbance growth | inhibition, % at 11.9 µM | 0.29% of 330,000 active | AID 435030; in the data active = inhibition above about 12%;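 note: 0% = vehicle wells of infected cells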
phage Ecoli inh: E. coli growth loss with phage present; growth absorbance; inhibition, % at 11.9 µM; 0.26% of 360,000 active; AID 651602; in the data active = inhibition above about 11%
PvdQ acylase: blocks Pseudomonas aeruginosa PvdQ acylase activity; purified PvdQ acylase, fluorescence plate reader; inhibition, % at 10 µM; 0.063% of 340,000 active; in the data active = inhibition above about 30%, passing the limit was not always enough; inconclusive = no clear call, values can overlap the other calls;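 note: 0% = vehicle neutral wells and 100% = reference inhibitor wells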
PfHsp90 yeast 2: inhibits growth of yeast expressing Plasmodium falciparum Hsp90; AID 504621; S. cerevisiae expressing PfHsp90, BacTiter-Glo ATP, 48 h; yeast lacking PDR1 and PDR3 efflux regulators; 0.32% of 310,000 active; inhibition, % at 9.4 µM;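 active = every replicate shows inhibition above about 80%, whatever the replicate mean, limit read from the data; inconclusive = mean inhibition reaches the set limit but some replicate falls short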;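 note: 0% = DMSO neutral controls and 100% = 20 µM radicicol positive controls; yeast relying on Plasmodium falciparum Hsp90 in place of its own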
Wnt bcat act: Wnt/beta-catenin pathway activation; Wnt/beta-catenin reporter cell assay, activator, plate reader; activation, % at 9.35 µM; 1.2% of 300,000 active; AID 743398; in the data active = activation above about 30%, passing the limit was not always enough; inconclusive = no clear call, values can overlap the other calls;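 note: 0% = neutral control wells and 100% = positive control wells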
CAL PDZ FP: blocks peptide binding to human CAL PDZ domain; Q9HD26; purified CAL PDZ, TMR-peptide fluorescence polarization, 1 h; inhibition, % at 20 µM; 0.02% of 330,000 active;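 active = highest replicate inhibition of at least 40%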;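 note: plate controls were DMSO neutral control wells for no effect and unlabeled competitor peptide control wells for full effect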
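Test system: tagged CAL PDZ domain / Buffer or medium: sodium phosphate/NaCl buffer pH 7.4 with TCEP, IgG, Thesit / Reagent: TMR-labelled reporter peptide T*-PRC34 bound in PDZ groove / Compound dosing: single point, 20 µM / Schedule: 1 h incubation at room temperature before polarization reading / Technique: fluorescence polarization (mP) / Benchmarks: unlabelled peptide, DMSO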
* = called active by the depositor; ? = inconclusive; · = no result given.

SMILES	Tat transport	DAGLB inhibitor	Ecoli viability	Rtt109 Vps75	AddAB inh	phage Ecoli inh	PvdQ acylase	PfHsp90 yeast 2	Wnt bcat act	CAL PDZ FP
CC(Cc1nnc(SCC(=O)O)n1N)c1ccccc1 (stereo not drawn)	-7	0	-0.9	-7	-2.2	2.6	6	-12	-2	·
COc1ccc(NC(=O)c2ccco2)c([N+](=O)[O-])c1	-3	-3	2.4	50	2.2	1.9	9	7	·	-1.5
CCOc1ccccc1Nc1ccnc2cc(Cl)ccc12	-14	-3	-0.7	0	2.1	3.6	-5	-2	2	-2.3
Cc1ccc(NS(=O)(=O)c2ccc(C(=O)N3CC(C)OC(C)C3)cc2)cc1 (stereo not drawn)	5	0	0.9	7	1.5	0.9	-10	-13	2	-0.3
Cc1[nH]nc2c1C(c1ccc(F)cc1)C(C#N)=C(N)O2 (stereo not drawn)	4	0	0.4	0	4.4	1.8	-9	7	·	0.6
O=C(CNc1ccc(Br)cc1)c1ccc(Br)s1	-8	-3	-0.8	4	5.1	2.0	-14	6	12	-0.3
O=C(c1cccc(C(F)(F)F)c1)N1CCCCCC1	4	1	2.3	-6	1.8	0.0	0	·	·	·
CSc1ccc(CN2CCN(C3CCCC3)C(CCO)C2)cc1 (stereo not drawn)	-5	-2	-0.5	1	4.5	-1.1	6	·	2	0.3
Cc1cc([N+](=O)[O-])nn1CC(=O)Nc1c(C)n(C)n(-c2ccccc2)c1=O	-4	3	1.4	3	1.4	0.0	-3	-10	-1	-9.0
COc1ccc(CCNC(=O)c2cnn3ccccc23)c(OC)c1OC	5	-1	-0.7	-9	0.5	4.2	-3	-1	2	-0.6
O=C1N=C(N2CCN(c3ccccc3)CC2)S/C1=C/c1cccs1	7	-1	2.0	16	5.0	4.6	-7	1	-7	-4.6
Cn1c(CC(=O)NC(C)(C)CO)c(Sc2ccccc2)c2ccccc21	5	3	0.3	-5	0.3	3.9	-5	39	-2	-0.7
CC(Sc1cccc[n+]1[O-])C(=O)NC1CCCCC1C (stereo not drawn)	2	1	-0.4	-2	0.8	2.6	4	-5	0	-1.6
Cc1noc(C)c1CCC(=O)N1CCCC(N2CCN(c3ccc(F)cc3)CC2)C1 (stereo not drawn)	0	0	1.1	-2	0.4	1.2	-13	-6	-1	0.5
C[C@@]12C(=O)Nc3cc(Cl)ccc3C(=O)N1[C@H]1c3ccccc3OC[C@@H]1[C@@H]2c1ccccc1	-1	-4	-2.1	-11	4.4	·	-6	7	·	-0.5
CC(=O)c1cccc(OCc2cc(C(=O)N3C[C@@H](C)O[C@@H](C)C3)no2)c1	-2	5	-2.8	2	0.5	0.9	-12	-20	21	0.9
Fc1ccc(Cn2nnnc2CN2CCc3ccccc3C2)cc1	-1	-2	-0.9	4	0.7	0.7	0	-22	·	0.7
Nc1ccn(CC(=O)NCc2ccc3[nH]ccc3c2)c(=O)n1	-6	-1	0.3	3	1.9	1.0	-3	·	-1	2.3
O=C(NCCCc1ccccc1)C1CCC(CNc2c(N3CCCCC3)c(=O)c2=O)CC1 (stereo not drawn)	-10	-1	0.3	5	1.4	2.0	-5	-23	10	-1.2
O=C(Nc1ccccc1)/C(=C\c1ccco1)NC(=O)c1ccco1	6	4	-0.9	2	1.2	0.9	-2	-8	-3	-1.4
CN(Cc1ccccc1)C(=O)c1cccc(NC(=O)Cc2ccc([N+](=O)[O-])cc2)c1	1	1	0.4	4	2.4	1.1	-15	-13	-6	-1.0
CC(C)(C)C(=O)Nc1c(Br)c(C2CC2)nn1-c1ccccc1	·	·	-1.7	·	1.9	98*	·	·	-1	·
CCOC(=O)N1CCN(CCC(=O)Nc2ccc(Br)cc2)CC1	1	-2	1.9	7	1.2	2.3	5	16	-7	-1.4
COCCNS(=O)(=O)c1ccc(Cl)c(C(=O)NC2CCN(Cc3ccccc3)CC2)c1	-3	2	0.9	-4	2.0	0.6	-8	-9	-1	0.1
O=C(/C=C/c1ccc(Cl)cc1)Nc1ccc(N2CCCCC2)cc1	6	1	2.4	-5	1.5	0.7	-10	-5	1	·

Arranged by length of the SMILES (low to high): part of the list above.
SMILES	Tat transport	DAGLB inhibitor	Ecoli viability	Rtt109 Vps75	AddAB inh	phage Ecoli inh	PvdQ acylase	PfHsp90 yeast 2	Wnt bcat act	CAL PDZ FP
CCOc1ccccc1Nc1ccnc2cc(Cl)ccc12	-14	-3	-0.7	0	2.1	3.6	-5	-2	2	-2.3
O=C(c1cccc(C(F)(F)F)c1)N1CCCCCC1	4	1	2.3	-6	1.8	0.0	0	·	·	·
Fc1ccc(Cn2nnnc2CN2CCc3ccccc3C2)cc1	-1	-2	-0.9	4	0.7	0.7	0	-22	·	0.7
CSc1ccc(CN2CCN(C3CCCC3)C(CCO)C2)cc1 (stereo not drawn)	-5	-2	-0.5	1	4.5	-1.1	6	·	2	0.3
CCOC(=O)N1CCN(CCC(=O)Nc2ccc(Br)cc2)CC1	1	-2	1.9	7	1.2	2.3	5	16	-7	-1.4
Cc1[nH]nc2c1C(c1ccc(F)cc1)C(C#N)=C(N)O2 (stereo not drawn)	4	0	0.4	0	4.4	1.8	-9	7	·	0.6
O=C1N=C(N2CCN(c3ccccc3)CC2)S/C1=C/c1cccs1	7	-1	2.0	16	5.0	4.6	-7	1	-7	-4.6
Cc1noc(C)c1CCC(=O)N1CCCC(N2CCN(c3ccc(F)cc3)CC2)C1 (stereo not drawn)	0	0	1.1	-2	0.4	1.2	-13	-6	-1	0.5
Cc1ccc(NS(=O)(=O)c2ccc(C(=O)N3CC(C)OC(C)C3)cc2)cc1 (stereo not drawn)	5	0	0.9	7	1.5	0.9	-10	-13	2	-0.3
COCCNS(=O)(=O)c1ccc(Cl)c(C(=O)NC2CCN(Cc3ccccc3)CC2)c1	-3	2	0.9	-4	2.0	0.6	-8	-9	-1	0.1
Cc1cc([N+](=O)[O-])nn1CC(=O)Nc1c(C)n(C)n(-c2ccccc2)c1=O	-4	3	1.4	3	1.4	0.0	-3	-10	-1	-9.0
CC(=O)c1cccc(OCc2cc(C(=O)N3C[C@@H](C)O[C@@H](C)C3)no2)c1	-2	5	-2.8	2	0.5	0.9	-12	-20	21	0.9

(list continues)
SMILES	Tat transport	DAGLB inhibitor	Ecoli viability	Rtt109 Vps75	AddAB inh	phage Ecoli inh	PvdQ acylase	PfHsp90 yeast 2	Wnt bcat act	CAL PDZ FP
CCOC(=O)c1[nH]c2ccc(OC)cc2c1NC(=S)N1CCN(c2ccccc2OC)CC1	-1	1	3.0	7	4.5	1.8	-3	-29	·	-2.7
CC(C)n1c(N2CCCC2)nc2c1c(=O)[nH]c(=O)n2C	-11	2	-2.4	1	-1.2	-0.7	10	6	-2	-0.4
O=C1NC(c2ccccc2)=C(c2ccc3ccccc3n2)C(c2ccccc2)N1 (stereo not drawn)	4	-1	-2.6	·	2.4	3.4	-11	-14	-1	-3.0
COCCCNCCC(CCC(C)C)c1ccc2c(c1)OCO2 (stereo not drawn)	·	·	-2.1	·	-1.5	1.5	·	·	-2	·
CCNC(=O)CC1C(=O)N(c2ccccc2)C(=O)N1Cc1ccc(OC)cc1 (stereo not drawn)	-6	1	0.7	-10	-0.7	0.6	5	·	·	0.0
Cn1c(/C=N/Nc2nc3ccccc3[nH]2)nc2ccccc21	-18	3	-0.8	·	-1.0	0.7	-6	2	?	-1.0
CC(=O)Nc1cccc(NC(=O)CN2c3cccc4cccc(c34)S2(=O)=O)c1	1	0	2.3	-5	3.0	1.8	-3	0	-1	0.1
COCCCNc1nc2c(c(=O)n(Cc3cccc(Br)c3)c(=O)n2C)n1C	-5	2	-0.1	3	-1.6	2.7	-14	13	-2	1.1
O=C(CCC1CCCC1)NCCCNC(=O)CCC1CCCC1	3	0	1.4	0	2.0	3.1	-19	-26	-3	-3.0
CCOC(=O)c1cc(NC(=O)c2ccc(C)cc2)c(=O)oc1C(F)(F)F	3	-1	2.3	41	0.1	6.0	0	12	-7	-1.6
Cc1cc(C)cc(NC(=S)Nc2ccc3cn[nH]c3c2)c1	9	-1	-1.4	-19	-2.2	2.4	-11	-10	-3	-1.2
CCCc1nnc(SCC(=O)Nc2cccc(Cl)c2Cl)o1	-7	-2	2.1	-5	1.6	3.4	-16	-13	-1	-2.2
CCCCN1CC[C@H]2C=CC[C@@H](C(=O)N3CCN(c4ccccc4)CC3)[C@H]2C1=O	3	0	-2.4	-3	2.0	2.5	4	·	-7	-3.0
Cc1ccc(-c2nc3ncccc3o2)cc1NC(=O)c1ccc([N+](=O)[O-])o1	2	-3	-0.6	17	4.0	·	-3	-31	·	-1.1
Cc1ccc(NC(=O)c2cccs2)cc1NC(=O)c1ccco1	-5	0	0.3	-5	2.5	1.2	-3	8	-4	-3.1
CC(C)(C)NS(=O)(=O)c1cc(C(=O)Nc2sccc2C#N)ccc1Cl	-3	4	-1.2	-3	1.4	4.6	-13	16	·	-1.2
CCOC(=O)C1=NNC2(c3ccc(C)cc3)C(=O)N(c3ccccc3)C(=O)C12 (stereo not drawn)	·	·	0.6	·	2.1	1.9	·	·	0	·
CCOc1ccc(N(CC(=O)NCCSc2ccccn2)S(C)(=O)=O)cc1	-3	1	-1.1	-4	0.9	0.3	-18	-3	-1	-0.2
OC(CCN1CCCCC1)(c1ccccc1)C1CCCCC1 (stereo not drawn)	9	-1	-0.6	4	-0.3	1.9	-11	-13	-6	-0.1
FC(F)(F)c1ccccc1CN1CCCC(N2CCN(c3ccccc3)CC2)C1 (stereo not drawn)	1	-6	0.1	-1	4.3	5.0	-12	8	0	-0.6
CCc1nc(NCCN2CCOCC2)c(C#N)c2c1CCCC2	-8	-6	0.6	-3	0.3	1.0	2	2	-5	-0.9
O=c1c(C=NCC2CCCO2)c(-c2ccccc2)[nH]n1-c1ccc([N+](=O)[O-])cc1 (stereo not drawn)	2	2	1.8	-10	-0.4	0.0	-7	-4	11	-3.4
Cc1cc(C)n2nc(SCC(=O)N3CCOCC3)nc2n1	-6	-3	-1.2	11	1.5	0.6	7	-5	1	0.8
COc1ccc(NC(=O)C2OCCc3ccccc32)c(OC)c1 (stereo not drawn)	-6	-3	0.0	11	1.7	1.4	10	·	·	0.3
COC(=O)c1ccccc1S(=O)(=O)N1CCC(C(=O)OC(C)C(=O)NC(N)=O)CC1 (stereo not drawn)	1	1	-0.2	·	-0.2	2.5	6	6	-1	-0.8
CCc1ccc(-c2nc3ccc(Br)cc3c(C(=O)O)c2C)s1	-4	3	·	·	·	-0.3	8	3	6	-3.7
Cc1ccc(SCC(=O)Nc2nccs2)cc1	-3	-1	-2.5	-6	-2.0	1.8	1	-7	0	-1.9
